TRHR PAM: allosteric enhancers of human TRH receptor; P34981; TRHR cells, fluo-8 calcium fluorescence, EC20 TRH enhancement; enhancement, % at 2 µM; hit rate 0.66% among 360,000; AID 493056; in the data active means enhancement above about 30%; further: 0% is about no effect
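Enhancer read-out: after compound pinning and an initial kinetic agonist-mode read, an EC20 of TRH (10 nM final) was injected and fluo-8 calcium signal (Ex 480/Em 530) followed at 1 s/cycle for 100 cycles in TRHR-expressing cells.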
TRHR agonist: TRH receptor (human) agonism; activation, % at 2 µM; TRHR cells, calcium flux fluo-8, FDSS agonist mode; hit rate 0.18% among 360,000; in the data active means activation above about 30%; further: 0% is about no effect
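Read-out: compound-evoked intracellular calcium rise in TRHR cells, fluo-8 dye, kinetic FDSS fluorescence at 1 s/cycle following a 10-cycle baseline. Cells cultured overnight before dye loading (30 min–1.5 h, RT).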
RXFP1 antagonist: antagonists of human relaxin receptor RXFP1. activity change, negative = inhibition, % at 57.5 µM. hit rate 0.59% among 350,000. HEK293-RXFP1, relaxin-stimulated cAMP HTRF, 30 min; active compounds read low;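 active means activity change of -60% or lower, but not beyond a set lower limit; inconclusive means change between -60% and -40%, or beyond the set limit; inactive means change above -40%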; further: on the % scale 0 is the no-effect control and ±100 the full control effect
Target sequence (Q9HBX9 whole entry, looked up): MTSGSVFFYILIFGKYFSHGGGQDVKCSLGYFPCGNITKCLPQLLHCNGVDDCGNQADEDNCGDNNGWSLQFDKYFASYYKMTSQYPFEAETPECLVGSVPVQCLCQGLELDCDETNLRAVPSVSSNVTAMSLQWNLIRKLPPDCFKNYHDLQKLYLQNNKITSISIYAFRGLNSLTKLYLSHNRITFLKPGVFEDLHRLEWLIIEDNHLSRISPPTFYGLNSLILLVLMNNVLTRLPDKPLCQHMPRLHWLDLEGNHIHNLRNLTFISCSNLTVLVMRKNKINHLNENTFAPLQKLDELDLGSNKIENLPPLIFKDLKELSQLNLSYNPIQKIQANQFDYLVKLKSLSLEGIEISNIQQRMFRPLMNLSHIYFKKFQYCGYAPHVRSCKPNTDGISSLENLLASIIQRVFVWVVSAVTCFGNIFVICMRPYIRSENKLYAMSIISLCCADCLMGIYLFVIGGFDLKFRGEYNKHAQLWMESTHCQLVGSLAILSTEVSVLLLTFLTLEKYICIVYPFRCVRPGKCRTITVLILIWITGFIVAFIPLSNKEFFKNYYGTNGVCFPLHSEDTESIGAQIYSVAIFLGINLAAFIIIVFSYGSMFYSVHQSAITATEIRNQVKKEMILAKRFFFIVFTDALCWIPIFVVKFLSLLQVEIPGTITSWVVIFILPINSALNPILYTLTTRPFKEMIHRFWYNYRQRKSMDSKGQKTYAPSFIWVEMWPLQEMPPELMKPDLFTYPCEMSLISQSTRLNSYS
D2 PAM: positive allosteric modulators of human D2 dopamine receptor | potentiation, % at 10 µM | P14416 | HEK293 T-REx D2, calcium flux, EC20 dopamine potentiation | AID 485347 | hit rate 0.34% among 340,000;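 active means potentiation over 3 SD above the plate norm, cut at about 30% in these data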; further: 0% is about no effect
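Potentiation of an EC20 dopamine calcium response measured kinetically over 180 s, after a preceding 180 s compound-only read flagging agonists. Cells: inducible Hek293 Trex D2 line, 4000/well, cultured overnight at 30 C before dye loading.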
D1 ag: human D1 receptor agonism; HEK293 T-REx D1 cells, calcium flux, agonist mode; activation, % at 2 µM; hit rate 1% among 360,000; P21728; in the data active means activation above about 30%; further: 0% is about no effect
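Agonism was scored from calcium flux recorded over 180 s (1 read/s) after pintool compound addition, following a 10-cycle baseline. Cells were inducible force-coupled HEK293 TREx D1, plated overnight at 30 C and loaded with no-wash calcium dye.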
RXFP1 agonist: agonists of human relaxin receptor RXFP1; hit rate 0.3% among 370,000; Potency, µM (doses to about 57.5 µM), for inactives: at the top dose activation, hits mostly activators; HEK293T-RXFP1 cAMP TR-FRET, 30 min; response scale: percent of porcine relaxin response, buffer zero; AID 2676; further: potency means the concentration at half of the fitted maximal effect; on the % scale 0 is the no-effect control and ±100 the full control effect; nearly all actives have a fitted effect of over 60% in size; many of its hits are not listed in these tables
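HEK293T cells stably expressing RXFP1 were pretreated with the PDE4 inhibitor Ro 20174, exposed to compounds for 30 min at 37C, lysed, and cAMP was read by TR-FRET. Data normalized to buffer (basal) and 29 nM porcine relaxin (100%).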
D1 PAM: enhances dopamine response at the human D1 receptor. AID 504651. potentiation, % at 10 µM. hit rate 0.036% among 360,000. HEK293 TREx D1 cells, calcium flux, dopamine EC20 potentiation. P21728; in the data active means potentiation above about 30%; further: 0% is about no effect
Anesthetic bind: binds horse apoferritin like a general anesthetic | P02791 | apoferritin/1-aminoanthracene competitive binding, fluorescence | Potency, µM (doses to about 77.5 µM), for inactives: top-dose activity change, negative = displacement, actives largely listed as inhibitors | hit rate 0.074% among 350,000 | AID 485281; further: potency means the concentration at half of the fitted maximal effect; on the % scale 0 is the no-effect control and ±100 the full control effect; nearly all actives have a fitted effect of over 20% in size
Target sequence (P02791 2-175 limits assumed): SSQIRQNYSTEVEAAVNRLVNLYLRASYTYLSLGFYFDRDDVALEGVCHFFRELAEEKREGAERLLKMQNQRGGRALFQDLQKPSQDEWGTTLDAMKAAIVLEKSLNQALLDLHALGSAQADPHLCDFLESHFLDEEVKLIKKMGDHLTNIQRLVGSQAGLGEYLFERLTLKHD
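Horse-spleen apoferritin (10 uM) was mixed with 50% saturated 1-aminoanthracene in PBS, exposed to compounds for 10 min at room temperature, and read for fluorescence (ex 380 nm, em 535 nm). Competitive displacement was fitted with a four-parameter Hill equation.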
D1 antag: antagonists of human D1 dopamine receptor. P21728. HEK293 TREx D1 cells, calcium flux, dopamine EC80; active compounds read low. activity change, negative = inhibition, % at 10 µM. hit rate 3.2% among 360,000; in the data active means activity change below about -30%; further: on the % scale 0 is the no-effect control and ±100 the full control effect
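Cells carrying a force-coupled, tetracycline-inducible human D1 receptor report calcium flux. Each well gets a 10 s baseline, compound with 180 s monitoring, then an EC80 dopamine stimulus with a second 180 s kinetic read.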
* hit, by the source's call; ? = inconclusive; . = not tested or not shown; [ ] = another dose, or the depositor's remark. Unless noted, the call rests on the fitted dose curve; in most records, active means well fitted curve in the direction sought with a large enough effect; inconclusive means small, poorly fitted or top-dose-only effect, or another doubt; inactive means no such curve, though single readings can be large; an effect the other way counts as inactive or inconclusive. Not all compounds are listed; the hit share may differ from the screen's.

SMILES	TRHR PAM	TRHR agonist	RXFP1 antagonist	D2 PAM	D1 ag	RXFP1 agonist	D1 PAM	Anesthetic bind	D1 antag
COc1ccc(CCNC(=O)c2csc3c2CCCCC3)c(OC)c1	-10	2.0	.	-4	8	-0.3%	-6	-1%	-14
CC(C)c1ccc(NC(=O)C(c2ccccc2)N(Cc2ccco2)C(=O)CC2NC(=O)NC2=O)cc1 (configuration not stated)	-7	-1.0	-15	.	1	-0.3%	-3	?	-3
O=C(COc1ccccc1)N(Cc1cccnc1)c1nc2c(F)cc(F)cc2s1	-2	0.4	-32	4	5	2.7%	-2	2%	.
Cc1ccc2c(COC(=O)c3ccc(C)c(C)c3)cc(=O)oc2c1	-1	-1.2	-27	7	5	1.0%	.	-4%	5
Cn1c(N)c(C(=O)c2ccccc2)c(=O)n(C)c1=O	2	5.1	-3	5	1	3.0%	0	-13%	-6
Cc1ccccc1COC(=O)CN1C(=O)NC2(CCCC2)C1=O	7	0.0	7	-6	-1	-1.2%	-4	.	11
CCOc1ccc(NC(=O)C(NS(=O)(=O)c2cccc3nsnc23)c2ccccc2)cc1 (configuration not stated)	-5	0.5	-22	7	2	-3.5%	1	-10%	-4
C/C(=N\Nc1ccc([N+](=O)[O-])cc1[N+](=O)[O-])C(C)(C)C(C(=O)O)C(=O)O	6	-0.2	2	10	1	-0.4%	12	0%	0
COc1cc(OC)c(C(=O)OCC(=O)NCC2CCCCC2)cc1OC	0	0.3	-9	4	2	0.7%	-2	.	-2
CCOc1ccc(S(=O)(=O)Nc2ccccc2C(=O)NCc2ccco2)cc1	12	-0.3	3	16	28	0.4%	-5	-20%	-16
O=C(COc1ccccc1Cl)NNC(=O)Cn1[nH]c(=O)c2ccccc2c1=O	1	0.2	1	9	0	-1.4%	-6	.	8
COc1ccccc1NS(=O)(=O)c1ccc(O)c(C(=O)OCC(=O)c2ccc(Cl)cc2Cl)c1	-1	0.3	-26	5	4	-0.7%	-1	-22%	2
O=C(N/N=C/c1cn(-c2ccccc2)nc1-c1cc2ccccc2o1)c1cccnc1	2	0.0	-5	-1	1	-0.8%	-3	-1%	-15
COc1ccc(-c2n[nH]c(C)c2-c2ccc(Cl)cc2)c(O)c1	3	1.3	1	9	4	-1.8%	0	-20%	25
COc1cc(NC(=O)CN(C)CCOc2ccccc2)c(C)cc1[N+](=O)[O-]	6	-0.2	5	-4	5	-0.3%	-3	-12%	-3
N#Cc1c(C(F)(F)F)cc(-c2cccs2)nc1SCc1ccc(F)cc1	-4	0.8	-4	-1	4	?	-6	-6%	15
CCOC(=O)c1ccccc1NC(=S)N1CCN(C2CCCCC2)CC1	1	-0.4	-4	3	2	-0.9%	0	-12%	1
O=C(Nc1ccc(Br)cc1F)c1ccncc1	0	-0.5	-6	-3	0	1.3%	10	1%	-1
CCc1nc(C#N)c(N2CCOCC2)o1	8	2.0	-13	-1	1	0.3%	-6	-3%	-17
COc1ccc(C(Nc2ccc(S(=O)(=O)N3CCOCC3)cc2)C(=O)NCCC(C)C)cc1OC (configuration not stated)	-3	-0.2	1	.	0	2.1%	-6	1%	12
COc1ccc(C2(C(=O)Nc3ccc(C(=O)O)cc3)CCOCC2)cc1	-8	0.3	-8	-4	2	1.5%	-4	-3%	-27
Cc1ccc(C(=O)N/C(=C\c2ccc(-c3cccc([N+](=O)[O-])c3)o2)C(=O)NC(C)(C)C)cc1	-2	-0.2	-22	10	2	1.0%	-3	-8%	9
O=C(COC(=O)c1ccc(Cl)c(S(=O)(=O)N2CCOCC2)c1)Nc1ccc2[nH]c(=O)[nH]c2c1	4	0.5	5	9	1	-2.0%	1	.	-2
Cc1cc(C)cc(N(C(=O)c2csnn2)C(C(=O)NC(C)(C)C)c2ccccn2)c1 (configuration not stated)	3	-0.2	4	-7	5	2.5%	1	-15%	3
Cc1ccc(-n2ccnc(SCC(=O)NCCc3ccccc3)c2=O)cc1F	-5	-0.8	-19	9	2	2.7%	6	.	-14

Already shown: entries from further up.
SMILES	TRHR PAM	TRHR agonist	RXFP1 antagonist	D2 PAM	D1 ag	RXFP1 agonist	D1 PAM	Anesthetic bind	D1 antag
COc1ccc(CCNC(=O)c2csc3c2CCCCC3)c(OC)c1	-10	2.0	.	-4	8	-0.3%	-6	-1%	-14
CC(C)c1ccc(NC(=O)C(c2ccccc2)N(Cc2ccco2)C(=O)CC2NC(=O)NC2=O)cc1 (configuration not stated)	-7	-1.0	-15	.	1	-0.3%	-3	?	-3
O=C(COc1ccccc1)N(Cc1cccnc1)c1nc2c(F)cc(F)cc2s1	-2	0.4	-32	4	5	2.7%	-2	2%	.
Cc1ccc2c(COC(=O)c3ccc(C)c(C)c3)cc(=O)oc2c1	-1	-1.2	-27	7	5	1.0%	.	-4%	5
Cn1c(N)c(C(=O)c2ccccc2)c(=O)n(C)c1=O	2	5.1	-3	5	1	3.0%	0	-13%	-6

The listing picks up with the 4 entries that preceded the break.
SMILES	TRHR PAM	TRHR agonist	RXFP1 antagonist	D2 PAM	D1 ag	RXFP1 agonist	D1 PAM	Anesthetic bind	D1 antag
Cc1ccc(C(=O)N/C(=C\c2ccc(-c3cccc([N+](=O)[O-])c3)o2)C(=O)NC(C)(C)C)cc1	-2	-0.2	-22	10	2	1.0%	-3	-8%	9
O=C(COC(=O)c1ccc(Cl)c(S(=O)(=O)N2CCOCC2)c1)Nc1ccc2[nH]c(=O)[nH]c2c1	4	0.5	5	9	1	-2.0%	1	.	-2
Cc1cc(C)cc(N(C(=O)c2csnn2)C(C(=O)NC(C)(C)C)c2ccccn2)c1 (configuration not stated)	3	-0.2	4	-7	5	2.5%	1	-15%	3
Cc1ccc(-n2ccnc(SCC(=O)NCCc3ccccc3)c2=O)cc1F	-5	-0.8	-19	9	2	2.7%	6	.	-14
Cc1ccc(-c2noc(CSc3nnnn3C3CCCCC3)n2)cc1	8	2.7	.	4	23	-0.5%	.	-4%	-4
O=C(OCc1ccccc1)c1cccc(-c2nnc(-c3ccccc3)o2)c1	-1	-0.2	-3	-3	9	0.9%	2	-11%	15
CC1(C)CC(NC(=O)c2cc(Cl)ccc2Cl)CC(C)(C)N1	6	-0.2	-10	.	0	2.3%	-4	2%	-5
Cc1ccc(Cl)c2c1NC(=O)C2(O)CC(=O)c1ccc(Br)cc1 (configuration not stated)	2	0.1	-9	-5	4	0.8%	-2	-19%	-10
C/C=C\C=C\C(=O)N1CC2(CC(c3cccc(NC(=O)COc4ccc(Cl)cc4)c3)=NO2)C[C@H]1C(N)=O (some centres not stated)	-3	0.3	.	18	4	-0.1%	0	-13%	-5
CC(C)(C)OC(=O)N1CCC(c2cc(=O)n3[nH]cc(C(=O)Nc4ccc(F)c(Cl)c4)c3n2)CC1	-1	0.2	9	3	3	2.1%	-9	-6%	-3
CC(/C=N/NC(=O)c1sc(N)nc1C)=C\c1ccccc1	6	-0.1	-19	-8	4	1.7%	3	-7%	13
CCCCCN(C(=O)CCC(=O)OCc1ccccc1C(F)(F)F)c1c(N)n(CCCC)c(=O)[nH]c1=O	2	-1.3	-16	-1	5	-0.9%	6	-4%	-2
OC1CCN(c2cc(-c3ccccc3)nc3cc(-c4ccc(F)cc4)nn23)CC1	1	0.8	6	4	4	8.3%	1	139%[activator]	5
CCC(C)N(C(=O)CSc1nc2ccc(OC)cc2[nH]1)C1CCS(=O)(=O)C1 (configuration not stated)	0	-0.3	-4	6	0	0.1%	-3	.	3
CCC1CCC(C(=O)NC(C(=O)Nc2cccc(OC)c2)C(C)C)CC1 (configuration not stated)	-9	-0.1	-8	-2	4	-0.5%	-1	-16%	-32*
COc1ccc2ccccc2c1C1CC(=O)N2CN(C)CSC2=C1C#N (configuration not stated)	-1	0.0	0	1	2	-0.3%	-6	-20%	9
CCOC(=O)CSc1nnnn1-c1cc(OC)ccc1OC	-5	-0.5	-12	-1	0	1.6%	-3	-15%	-1
Cn1c(CN2CCN(C(=O)c3ccccc3)CC2)nc2cc([N+](=O)[O-])ccc21	-2	-0.2	-4	20	0	1.0%	3	-7%	-20
Cc1ccc(NC(=O)C(=O)NCC(c2cccnc2)N2CCOCC2)cc1C (configuration not stated)	13	0.6	-17	-3	18	0.0%	-4	2%	23
CN1CCN(CC(=O)N/N=C/c2ccc(F)c(F)c2)CC1	2	1.1	-3	-3	1	-0.1%	3	-4%	-2
O=C(NCCN1CCN(C(=O)c2ccc(Br)cc2)CC1)c1ccc(Br)cc1	-13	-0.5	3	.	6	-0.5%	-6	-6%	2
Cc1ccc(C#N)c(=O)n1CC(=O)Nc1ccccc1C(F)(F)F	-1	0.1	.	-3	1	9.4%	-1	4%	-2
O=C1CCCc2nc(N3CCN(C(=O)c4ccco4)CC3)ncc21	-2	-0.1	-5	-1	2	6.9%	-3	-4%	-20
COc1cccc(C(=O)NCc2nc(-c3ccccc3)no2)c1OC	0	0.1	-16	-1	5	-0.3%	-1	-6%	8
Cc1ccc(NC(=O)c2cc(C)nc3c2c(C)nn3-c2cccc(Cl)c2C)c(C)c1	10	0.6	-2	-12	-1	-1.2%	0	2%	-11
CN(C)c1nc(-c2cccnc2)nc(-c2ccccc2)c1C#N	-3	-0.9	17	10	1	?	3	-5%	2
O=C(Nc1ccc(S(=O)(=O)Nc2ccccc2)cc1)C1COc2ccccc2O1 (configuration not stated)	0	-0.7	-14	29	24	3.5%	-1	?	8
O=C(CNS(=O)(=O)c1ccccc1)NCC(=O)N1CCCCC1	-7	0.0	-2	1	3	-0.3%	-5	-4%	-1
O=C(NCC(F)(F)F)c1nn(Cc2ccccc2)c(=O)c2ccccc12	0	-0.2	14	9	3	-1.5%	-7	-6%	-4
O=C(Nc1ccccc1)C1=C[C@H](c2ccc(C(F)(F)F)cc2)C[C@H](OCc2ccc(CO)cc2)O1	0	-0.1	.	-1	6	0.0%	-8	-11%	6

Assay outcomes as filed in PubChem BioAssay.
